# HTR5A ag = HTR5A agonists in luminescence cell assay, primary screen, counter-screen for OPRM1-OPRD1 heterodimer agonist project, full-deck HTS; 5-hydroxytryptamine receptor 5A (Homo sapiens), P47898; actives 0.61% (n = 340,000); activation, % at 9.3 µM; cell-based; in the data active means activation mostly above about 9.5%, no sharp cut-off; inactive means mostly below about 7.6%;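 further: 0% = cells with vehicle only and 100% = reference agonist; strong numbers were not always called active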
# Wnt bcat act = Wnt/beta-catenin pathway activators, primary screen, cell-based, plate reader, single point | Wnt/beta-catenin reporter cell assay, activator | activation, % at 9.35 µM | actives 1.2% (n = 300,000); in the data active means activation above about 30%, passing the limit was not always enough; inconclusive means no clear call, values can overlap the other calls;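 further: 0% = neutral control wells and 100% = positive control wells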
# SR-BI HDL uptake = inhibitors of SR-BI mediated HDL lipid uptake, primary screen, ldlA[mSR-BI] cells, fluorescence, single point | AID 488896, 2010 | actives 0.96% (n = 320,000) | ldlA[mSR-BI] CHO cells, DiI-HDL uptake fluorescence, 3 h | inhibition, % at 12.5 µM;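 active means mean replicate inhibition of at least 70% and a set share of replicates each scoring 70 or more; inconclusive means meets just one of the two criteria; inactive means fails both criteria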;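 further: 0% = median of neutral control wells and 100% = median of positive control wells; values of inactives mirror those of a sister screen read the other way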
# V-ATPase pHluor = regulators of yeast V-ATPase proton pumping, primary screen, pHLuorin cytosolic pH fluorescence; actives 0.37% (n = 350,000); response, % at 10 µM; S. cerevisiae; in the data active means response mostly above about 7.3%, no sharp cut-off; inactive means mostly below about 5.4%; further: actives read high; inactives centre near 0; some compounds called inactive have numbers as strong as hits; reference of the scale not given here
# HTR5A inv ctr = HTR5A inverse agonists in luminescence cell assay, primary screen, counter-screen for OPRM1-OPRD1 heterodimer inverse agonist project, full-deck HTS | 5-hydroxytryptamine receptor 5A (Homo sapiens), P47898 | HTR5A cell line, inverse agonism | inhibition, % at 9.3 µM | actives 0.083% (n = 340,000); in the data active means inhibition mostly above about 23%, no sharp cut-off; inactive means mostly below about 18%;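 further: 0% = cells with DMSO and 100% = no-cell wells with DMSO; some compounds called inactive have numbers as strong as hits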
# dFosB activator = activators of delta FosB homodimer, primary screen, biochemical, fluorescence polarization, TAMRA-CDK5 oligo, single point. Protein FosB (Mus musculus), P13346. purified delta FosB; percent of positive-control signal above neutral wells. activation, % at 25 µM. actives 0.99% (n = 340,000). AID 493131, 2011;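 active means mean activation above about 17%, with every replicate also reaching it, limit read from the data, passing the limit was not always enough; inconclusive means only one of the two conditions met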;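 further: fluorescence polarization rise as delta FosB binds a TAMRA Cdk5 AP-1 oligo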
# NSD2 inh = NSD2 histone methyltransferase inhibitors, primary screen, biochemical, AlphaScreen, single concentration, set 2; inhibition, % at 12.5 µM; actives 0.54% (n = 310,000); NSD2 peptide methylation, 120 min; Histone-lysine N-methyltransferase NSD2 (Homo sapiens), O96028; in the data active means inhibition above about 50%
# Target sequence (O96028 whole entry, looked up): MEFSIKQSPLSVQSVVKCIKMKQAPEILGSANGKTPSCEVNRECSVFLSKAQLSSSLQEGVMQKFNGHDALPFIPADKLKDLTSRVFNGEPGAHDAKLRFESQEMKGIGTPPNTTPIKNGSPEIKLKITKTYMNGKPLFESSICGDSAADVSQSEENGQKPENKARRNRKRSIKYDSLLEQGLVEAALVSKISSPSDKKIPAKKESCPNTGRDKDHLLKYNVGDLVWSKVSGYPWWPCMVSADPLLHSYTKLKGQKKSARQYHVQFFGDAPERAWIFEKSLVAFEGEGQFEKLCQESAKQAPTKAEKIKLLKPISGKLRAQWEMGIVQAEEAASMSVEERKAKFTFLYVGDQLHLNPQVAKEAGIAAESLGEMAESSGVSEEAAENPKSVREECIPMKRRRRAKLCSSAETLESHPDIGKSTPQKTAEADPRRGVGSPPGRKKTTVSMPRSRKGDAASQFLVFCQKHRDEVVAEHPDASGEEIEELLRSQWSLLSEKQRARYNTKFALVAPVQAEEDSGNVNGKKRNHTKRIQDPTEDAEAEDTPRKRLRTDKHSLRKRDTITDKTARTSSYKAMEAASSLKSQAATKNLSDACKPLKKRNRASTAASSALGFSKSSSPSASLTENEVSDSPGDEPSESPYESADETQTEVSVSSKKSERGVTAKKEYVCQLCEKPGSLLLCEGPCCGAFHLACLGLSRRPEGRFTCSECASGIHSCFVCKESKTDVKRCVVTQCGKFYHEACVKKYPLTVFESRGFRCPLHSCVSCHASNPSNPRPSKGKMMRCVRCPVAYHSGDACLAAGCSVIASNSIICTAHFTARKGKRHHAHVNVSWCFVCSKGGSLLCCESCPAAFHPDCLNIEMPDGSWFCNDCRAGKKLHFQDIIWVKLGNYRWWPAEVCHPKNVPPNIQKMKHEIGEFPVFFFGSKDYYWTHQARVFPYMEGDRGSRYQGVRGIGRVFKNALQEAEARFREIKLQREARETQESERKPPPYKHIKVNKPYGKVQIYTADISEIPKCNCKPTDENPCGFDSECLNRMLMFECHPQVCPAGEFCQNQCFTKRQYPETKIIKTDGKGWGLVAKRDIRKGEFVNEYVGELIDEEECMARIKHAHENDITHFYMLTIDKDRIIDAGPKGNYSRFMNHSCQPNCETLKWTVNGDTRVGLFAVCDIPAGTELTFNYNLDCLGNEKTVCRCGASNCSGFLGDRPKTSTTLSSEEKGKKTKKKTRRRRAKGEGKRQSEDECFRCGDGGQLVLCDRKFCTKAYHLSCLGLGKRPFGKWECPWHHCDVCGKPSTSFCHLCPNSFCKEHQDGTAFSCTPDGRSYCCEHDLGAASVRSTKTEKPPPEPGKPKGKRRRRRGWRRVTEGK
# CDK5 p35 inh = inhibitors of human CDK5/p35 kinase, primary screen, biochemical, single concentration. Cyclin-dependent kinase 5 (Homo sapiens) + Cyclin-dependent kinase 5 activator 1 (Homo …. Recombinant CDK5/p35, ADP-Glo luminescence, 60 min. inhibition, % at 10 µM. actives 0.01% (n = 330,000). AID 488839, 2010;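 active means highest replicate inhibition of at least 50% and at least 75% of replicates reaching 50%; inconclusive means only one of the two criteria met; inactive means both criteria failed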;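 further: plate controls were DMSO neutral control for no effect and GW8510 at 10 µM for full effect; many of its hits are not listed in these tables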
# MITF act = activators of MITF-driven TRPM1 promoter reporter, primary screen, cell-based, SK-MEL-5, luciferase, single point; SK-MEL-5 TRPM1-promoter luciferase, 24 h; % of positive control, neutral wells = 0; activation, % at 12.5 µM; actives 0.75% (n = 300,000); AID 588334, 2011;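 active means mean activation of at least 80% with every replicate also reaching 80%; inconclusive means mean reaches 80% but some replicate falls short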;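 further: 0% = neutral control wells and 100% = parthenolide positive control wells; values of inactives mirror those of a sister screen read the other way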
# PvdQ acylase = P. aeruginosa PvdQ acylase inhibitors, primary screen, biochemical, fluorescence, plate reader and imaging, single point; AID 488965, 2010; inhibition, % at 10 µM; PvdQ acylase [Pseudomonas aeruginosa LESB58]; purified PvdQ acylase; actives 0.063% (n = 340,000); in the data active means inhibition above about 30%, passing the limit was not always enough; inconclusive means no clear call, values can overlap the other calls;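 further: 0% = vehicle neutral wells and 100% = reference inhibitor wells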
# Numbers without * were called inactive; ? = inconclusive; . = no result given.
SMILES,HTR5A ag,Wnt bcat act,SR-BI HDL uptake,V-ATPase pHluor,HTR5A inv ctr,dFosB activator,NSD2 inh,CDK5 p35 inh,MITF act,PvdQ acylase
Cc1ncoc1C(=O)NCCC(c1ccccc1)c1ccccc1,-3,-2,8,-2,6,0,0,-1.3,-8,-15
Cc1cccc(-c2noc(CCC(=O)NCC3CCCO3)n2)c1 (centres undefined),-1,.,-8,2,-14,-2,-5,0.9,15,2
CCOC(=O)c1nnc(-c2ccc(C)cc2)nc1Sc1ccc(Cl)cc1,0,-3,9,1,0,11,36,1.3,1,-3
CSC1=NC(C)(C)C=C(/C=C/c2ccc(Cl)cc2Cl)N1,0,0,36,-1,0,-7,-5,-2.4,8,-7
Cc1noc(C)c1Cc1c(Cl)cccc1Cl,3,.,1,-2,4,-3,-2,0.7,-1,-7
O=C(c1ccc(CNS(=O)(=O)c2ccc(Br)cc2)cc1)N1CCCCC1,3,-1,42,-2,9,-5,.,-0.8,-2,-26
COc1cccc(C(=O)OCC(=O)Nc2ccccc2N2CCOCC2)c1,-2,2,3,0,-11,-4,-8,-0.9,.,2
Cc1cc(N2CCN(C)CC2)nc2ccc(NC(=O)CCC(=O)N3CCN(c4ccc([N+](=O)[O-])cc4)CC3)cc12,-4,-3,18,-69,9,2,-1,-1.5,9,-4
CCC(NS(=O)(=O)c1ccc(C)cc1)C(=O)N1CCC2(O)CCCCC2C1 (centres undefined),-2,.,-19,2,7,2,.,-0.7,2,-9
CCCCOc1ccc(C(=O)NCC(=O)N(C)CC(=O)Nc2ccc(N3CCOCC3)cc2)cc1,4,0,82*,0,-10,-5,-1,1.1,-10,-4

# Reprinted from above for reference:
SMILES,HTR5A ag,Wnt bcat act,SR-BI HDL uptake,V-ATPase pHluor,HTR5A inv ctr,dFosB activator,NSD2 inh,CDK5 p35 inh,MITF act,PvdQ acylase
CSC1=NC(C)(C)C=C(/C=C/c2ccc(Cl)cc2Cl)N1,0,0,36,-1,0,-7,-5,-2.4,8,-7
Cc1noc(C)c1Cc1c(Cl)cccc1Cl,3,.,1,-2,4,-3,-2,0.7,-1,-7
O=C(c1ccc(CNS(=O)(=O)c2ccc(Br)cc2)cc1)N1CCCCC1,3,-1,42,-2,9,-5,.,-0.8,-2,-26
COc1cccc(C(=O)OCC(=O)Nc2ccccc2N2CCOCC2)c1,-2,2,3,0,-11,-4,-8,-0.9,.,2
Cc1cc(N2CCN(C)CC2)nc2ccc(NC(=O)CCC(=O)N3CCN(c4ccc([N+](=O)[O-])cc4)CC3)cc12,-4,-3,18,-69,9,2,-1,-1.5,9,-4
CCC(NS(=O)(=O)c1ccc(C)cc1)C(=O)N1CCC2(O)CCCCC2C1 (centres undefined),-2,.,-19,2,7,2,.,-0.7,2,-9
CCCCOc1ccc(C(=O)NCC(=O)N(C)CC(=O)Nc2ccc(N3CCOCC3)cc2)cc1,4,0,82*,0,-10,-5,-1,1.1,-10,-4

# Continuation:
SMILES,HTR5A ag,Wnt bcat act,SR-BI HDL uptake,V-ATPase pHluor,HTR5A inv ctr,dFosB activator,NSD2 inh,CDK5 p35 inh,MITF act,PvdQ acylase
CCOC(=O)Cn1c(=O)c(F)cn(Cc2ccc(OC)c([N+](=O)[O-])c2)c1=O,1,-2,-16,4,-7,-1,0,-0.5,0,-9
CCOCCCNC(=O)c1ccc(-n2c(=S)[nH]c3ccccc3c2=O)cc1,0,1,-3,0,5,3,-2,-2.0,-12,-3
CC1(C)CC(=O)C=C(NNC(=O)c2ccccc2)C1,-3,.,-33,-1,10,6,-1,-0.7,-8,-4
NC(=O)/C(=C\c1ccccc1)NC(=O)/C=C/c1ccccc1,0,-4,-12,5,12,-5,0,1.0,-9,-14
Cc1cc(C)c(C)c(S(=O)(=O)NCC(=O)Nc2sc3c(c2C(N)=O)CCCC3)c1C,9,.,29,-3,-24,-14,-1,1.4,-10,10
Cc1ccc(S(=O)(=O)NCCSc2nnnn2-c2ccccc2)cc1,0,-1,-30,4,-7,-12,-2,-0.8,-13,-1
Cc1cccc(N(C(=O)c2snc(C(N)=O)c2N)C(C(=O)NCC2CCCO2)c2cccs2)c1 (centres undefined),2,0,1,0,23,-12,-5,0.2,2,5
CC(=O)Nc1ccc(OCC(O)Cn2c(C)nc3ccccc32)cc1 (centres undefined),0,.,1,-2,-9,-2,-1,0.3,-9,-4
CCCC1OC(c2cc3c(cc2Cl)OCO3)OCC1CC (centres undefined),0,-1,60,0,2,-2,-3,0.2,-2,-10
CCSCCNC(=O)c1cc(-n2cnnc2)ccc1Cl,-2,.,7,5,6,-1,0,-0.6,1,-10
COC(=O)c1ccc(OCC(=O)c2cccc(OC)c2)cc1,3,21,-18,1,2,-10,-1,1.3,47,-3
Cn1c(=O)oc2cc(S(=O)(=O)N3CCCC(C(=O)NCC4COc5ccccc5O4)C3)ccc21 (centres undefined),-9,-3,3,-1,22,1,.,-1.2,-7,-7
CCCn1c(Cc2ccccc2)n[nH]c1=S,-6,.,-17,3,-2,-7,2,2.9,-6,-9
S=c1[nH]nc(CSCCOc2ccc(Cl)cc2Cl)o1,0,-1,7,0,-22,-7,0,2.6,0,0
CCN1C[C@@H]2[C@@H]3C(=O)N(Cc4ccccc4)C(=O)[C@@H]3[C@](CC)(C1=O)N2C(=O)c1ccc(C(C)(C)C)cc1,0,-3,-10,-4,8,-7,.,0.6,2,-1
Cc1c(NS(=O)(=O)c2ccc(C(=O)NCc3ccccc3)cc2)c(=O)n(-c2ccccc2)n1C,-2,-1,-2,2,5,-2,.,0.1,18,8
CCOC(=O)C1=C(C)N=c2s/c(=C/c3ccc(OCC(=O)O)cc3)c(=O)n2C1c1ccc(OC)cc1OC (centres undefined),-5,0,-8,-3,18,-1,-1,-0.6,.,20
Cc1c(O)c(=O)n(-c2ccccc2)n1C,1,7,-3,5,-4,-6,.,1.4,7,-6
CCOC(=O)c1c(NC(=O)CSc2nnc(CNC(=O)c3ccco3)n2C)sc2c1CCC2,1,-2,36,1,36,-13,5,0.8,-6,-14
O=c1[nH]nc(Sc2ncnc3sccc23)n1CCc1ccccc1,-1,-11,27,-1,4,-7,0,-3.8,.,-8
c1ccc(CN2OCC3Cn4c(nc5ccccc54)C32)cc1 (centres undefined),2,2,-6,1,-3,-5,.,-0.9,-3,-27
COc1cc(C(=O)Oc2ccccc2N)cc(OC)c1OC,-1,.,44,0,2,-9,1,1.4,1,-8
COc1ccc(CNC(=O)C(=O)NCC2CCCO2)cc1 (centres undefined),-2,.,-29,-3,15,-1,-2,-0.9,-4,-7
COc1cc(C2NC(=O)CCC2[N+](=O)[O-])cc(Br)c1OC (centres undefined),-1,12,-11,3,3,-1,3,0.8,-8,-16
CC(On1c(-c2ccccc2)nc2ccc(Cl)cc21)C(=O)O (centres undefined),4,?,3,7,-11,-4,-3,-0.7,11,1
O=C(NCc1cccc2ccsc12)c1cccs1,3,7,4,2,-16,1,.,-1.3,25,-30
O=C(Nc1ccccc1-c1ccccc1)C1CCCC1,4,0,3,0,-7,-2,-1,-2.1,12,-16
O=C(Nc1ccccc1)c1ccc(NC(=O)c2cccs2)cc1,3,2,49,-4,16,19*,-1,-0.2,16,-7
C/C(O)=c1/c(=O)nc2cccc3c2=c1c1ccccc1c3=O,2,-3,-3,1,-6,-13,1,2.2,.,12
CCOc1cc(CNn2cnnc2)ccc1OCC(=O)NC1CCCCC1,-2,.,-20,2,-12,-9,-1,-0.1,-3,-15
Cc1ccc(C(C(=O)NCc2ccco2)N(C(=O)CNC(=O)c2cccs2)c2ccc(C)cc2C)cc1 (centres undefined),2,-4,-17,5,9,1,2,-0.6,-19,-7
CCOc1ncccc1C(=O)NNC(=O)c1cccc(S(=O)(=O)Nc2ccc(OC)cc2)c1,0,-2,-7,2,-1,-11,-1,-1.5,-6,-12
COC(=O)N1CCN(c2ccc(C(C)=O)cc2)CC1,-1,.,4,-1,1,-5,2,0.8,2,-6
O=C(Nc1nc2ccc(F)cc2s1)C1=COCCO1,7,-3,34,-7,-10,-8,13,1.4,-25,18
Cc1cc(C)n(-c2ccc(C(=O)Nc3ccc(C)c(S(=O)(=O)N(C)C)c3)cc2)n1,4,-6,62,2,-14,7,-3,-2.1,-15,-8
CC(C)CC(OC(=O)c1nsc(Cl)c1Cl)C(=O)NCc1cccs1 (centres undefined),2,-6,-17,-7,-46,-9,2,-0.5,-13,2
CC(C)N(C(=S)NCc1ccccc1)C(C)C,-1,3,-21,4,0,-1,2,0.6,0,5
COc1ccccc1C(=O)OCC(=O)Nc1cc(S(=O)(=O)N2CCOCC2)ccc1N1CCCC1,2,-1,-4,4,0,-4,-1,0.7,1,-2
COc1cc(N)c(Cl)cc1NC(=O)c1ccccc1,4,.,4,3,1,-1,20,-2.7,-5,-10
CCOc1ccc(N2CC(C(=O)NCCN3C(=O)S/C(=C\c4cccnc4)C3=O)CC2=O)cc1 (centres undefined),1,-2,11,-3,-11,-6,3,0.4,-9,-8
O=C(Cn1cncn1)N/N=C/c1cc([N+](=O)[O-])ccc1O,-4,2,-5,0,-18,7,-24,-1.4,11,-3
Cc1ccc(C)n1NC(=O)c1ccco1,-1,.,-7,-3,-9,-7,3,-0.4,1,13
COC(=O)c1sccc1NC(=O)c1cccc(Cl)c1,1,-1,-12,-1,-13,2,-2,1.3,-17,-13
CCOC(=O)C1=C(C)NC(C)=C(C(=O)OCC)C1C(=O)OCC(=O)NCc1ccccc1OC,0,-4,-8,-1,-1,-5,-6,-0.2,0,-8
COc1cccc(NC2=Nc3cccc4cccc2c34)c1,6,1,24,-2,-21,-2,9,0.4,26,-13
CC(C)Cc1nc(N2CCN(C(=O)c3ccco3)CC2)c(C#N)c2c1CCC2,5,.,-3,4,-12,-4,6,2.3,-13,0
CSc1nc(N(C)NC(=O)c2cccc(C)c2)c2ccccc2n1,3,-16,-15,-1,-7,11,-1,0.7,-57,-11
CCCCN(C)CCNC(=O)CSCc1ccc(C)cc1,0,2,.,-2,3,1,4,-0.4,14,-19
COC(=O)c1sccc1NC(=O)c1ccc(C)cc1,1,6,16,-1,-4,-2,-1,-0.1,-12,3

# Bioassay records deposited in PubChem by several laboratories.
